# Scp-1 inhibitor: Scp-1 (human) phosphatase inhibition; 0.88% of 340,000 active; AID 493091; Q9GZU7; inhibition, % at 20 µM; Recombinant Scp1, phosphopeptide, malachite green phosphate absorbance;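 active = inhibition above about 50% at 20 µM, limit read from the data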;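 also: plate controls were DMSO wells with enzyme for no effect and wells lacking enzyme for full effect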
#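 Assay system: SCP-1 catalytic fragment, aa 76-261 | Buffer or medium: Tris acetate buffer pH 5.5 with MgCl2 and Tween-20 | Compound: One concentration, 20 µM, with 1.0% DMSO | Also added: Phospho 17-mer peptide substrate | Signal: Absorbance at 630 nm | Incubation: 45 min enzyme reaction at room temperature | Measure: % inhibition of SCP-1 phosphate liberation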
# MsrA inh: inhibits bovine methionine sulfoxide reductase A; 0.75% of 360,000 active; inhibition, % at 15.5 µM; purified bovine MsrA, absorbance read-out; in the data active = inhibition above about 4.5%;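 also: 0% = vehicle wells with enzyme and 100% = reference inhibitor wells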
# Rpn11 block: blocks the human proteasome subunit Rpn11 | human 26S proteasome, Ub4-pepOG fluorescence polarization; 20S core pre-blocked with epoxomicin | 0.59% of 360,000 active | O00487 | calls only at 20 µM;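 active = inhibition at 20 µM, scaled to each plate's controls, above about 33%, limit read from the data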
# NadD block: NadD (S. aureus) enzyme inhibition | purified NadD enzyme, colorimetric absorbance read-out | inhibition, % at 20 µM | 0.78% of 360,000 active | AID 602399; in the data active = inhibition above about 26%; also: some compounds past the cut are filed as inactive
# DNMT1 inh: inhibitors of human DNMT1 | P26358 | DNMT1 molecular beacon, Hinp1I cleavage, fluorescence | inhibition (reported as % activation of signal), % at 10 µM | 0.83% of 360,000 active | AID 588458; in the data active = inhibition above about 50%
# Target sequence (P26358 504-1616 limits assumed): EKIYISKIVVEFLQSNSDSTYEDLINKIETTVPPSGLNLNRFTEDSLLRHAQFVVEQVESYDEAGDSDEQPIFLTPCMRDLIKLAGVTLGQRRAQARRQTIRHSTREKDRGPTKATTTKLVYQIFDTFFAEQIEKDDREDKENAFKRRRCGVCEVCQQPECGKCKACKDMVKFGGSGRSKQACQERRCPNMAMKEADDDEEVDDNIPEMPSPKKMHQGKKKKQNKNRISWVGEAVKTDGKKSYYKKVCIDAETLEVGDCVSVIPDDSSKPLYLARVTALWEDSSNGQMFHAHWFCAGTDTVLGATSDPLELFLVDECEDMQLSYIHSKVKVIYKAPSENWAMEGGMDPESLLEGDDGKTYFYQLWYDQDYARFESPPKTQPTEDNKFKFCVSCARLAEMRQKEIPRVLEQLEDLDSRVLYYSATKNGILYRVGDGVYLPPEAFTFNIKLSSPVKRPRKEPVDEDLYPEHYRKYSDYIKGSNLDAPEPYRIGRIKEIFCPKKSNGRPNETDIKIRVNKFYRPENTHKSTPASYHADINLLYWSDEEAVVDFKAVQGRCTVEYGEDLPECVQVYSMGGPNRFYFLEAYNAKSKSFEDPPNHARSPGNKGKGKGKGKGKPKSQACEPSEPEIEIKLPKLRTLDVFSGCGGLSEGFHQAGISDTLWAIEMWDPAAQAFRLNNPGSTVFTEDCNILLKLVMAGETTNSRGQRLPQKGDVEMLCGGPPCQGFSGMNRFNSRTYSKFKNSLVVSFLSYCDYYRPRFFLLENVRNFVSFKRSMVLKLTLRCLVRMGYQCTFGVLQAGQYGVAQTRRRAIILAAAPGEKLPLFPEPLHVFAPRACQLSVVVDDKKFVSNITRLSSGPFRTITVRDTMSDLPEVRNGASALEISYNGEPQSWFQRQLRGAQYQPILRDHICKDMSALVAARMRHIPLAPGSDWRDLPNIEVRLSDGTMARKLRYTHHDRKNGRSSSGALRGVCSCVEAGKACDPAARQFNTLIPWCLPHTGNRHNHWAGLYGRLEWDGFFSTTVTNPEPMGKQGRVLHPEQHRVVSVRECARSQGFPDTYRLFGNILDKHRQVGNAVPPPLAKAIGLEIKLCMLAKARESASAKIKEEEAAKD
# TbMetRS inhib: blocks T. brucei methionyl-tRNA synthetase activity | purified T. brucei MetRS, ATP depletion, Kinase-Glo luminescence | AID 624268 | inhibition, % at 11.9 µM | 0.4% of 360,000 active;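 active = inhibition above a per-plate cutoff of the control wells' mean inhibition plus 3 SD, cut at about 5.5% in these data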;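 also: 0% = DMSO wells median and 100% = median of wells with control inhibitor compound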
#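 Dosing: 11.9 µM compound single dose, 0.9% DMSO; Assay system: purified T. brucei MetRS enzyme; Measured by: Kinase-Glo luciferase luminescence reporting remaining unconsumed ATP; Schedule: 15 min plus 2 h at 25 °C.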
# CSN deneddyl inh: CSN deneddylation inhibition | Purified CSN, SCF-Nedd8-OG deneddylation, fluorescence polarization | inhibition, % at 12.5 µM | 0.38% of 360,000 active | AID 651999;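 active = pattern-corrected inhibition above about 35%, with an unprinted fluorescence ratio check between 0.5 and 1.5, limit read from the data, passing the limit was not always enough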;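 also: 0% = enzyme with substrate and 100% = substrate without enzyme; some results filed as inactive read as strong as hits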
#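 Assay system: Purified human Csn5 enzyme expressed in HEK293T cells | Amount: Enzyme 0.24 nM | Measured by: Fluorescence polarization readout | Medium: Tris/NaCl/DTT buffer, pH 7.5 | Compound dosing: One concentration, 12.5 µM, 0.25% DMSO | Times: 90 min incubation of compound, enzyme and substrate at room temperature | Control set: no-enzyme wells high, enzyme-with-substrate wells low | Read-out: % inhibition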
# STEP block: inhibitors of human striatal-enriched phosphatase STEP; P54829; recombinant STEP, OMFP fluorogenic substrate, fluorescence; inhibition, % at 20 µM; 0.25% of 360,000 active; AID 588621;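 active = inhibition at 20 µM, scaled per plate between control wells, above about 37%, limit read from the data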;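 also: 0% = DMSO with enzyme and substrate and 100% = substrate only without enzyme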
#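 Measure: Control-normalized % inhibition with plate pattern correction | Test system: STEP phosphatase, cell-free reaction | Medium: pH 6.0 Bis-Tris with DTT and Tween 20 | Technique: Fluorescence, 480/540 nm | Times: Reaction 20 min, ambient temperature | Doses: Single compound dose of 20 µM, 1% DMSO final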
# SUMO1 PPI mod: SUMO1-SIM interaction modulation; inhibition, % at 20 µM; 0.33% of 360,000 active; SUMO1 binding to a labelled peptide, TR-FRET, 1 h; P63165; in the data active = inhibition above about 37%
# LMPTP block: blocks human LMPTP phosphatase | P24666 | recombinant LMPTP-A, OMFP fluorogenic substrate, fluorescence intensity | inhibition, % at 20 µM | 0.22% of 360,000 active;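 active = compounds that cut the enzyme signal by at least half of the control window in the single-dose screen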;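 also: plate controls were DMSO wells with enzyme plus substrate for no effect and substrate without enzyme for full effect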
#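 Test system: LMPTP-A phosphatase enzyme; input: 0.625 nM LMPTP-A final; reagent: OMFP substrate, 400 µM final; compound dosing: 20 µM single dose, 3% DMSO; incubation: 50 min dark incubation at room temperature; measured by: endpoint fluorescence intensity from OMFP dephosphorylation; measure: % inhibition relative to no-enzyme and uninhibited control wells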
# * hit, by the source's call; i = inactive; . = no result given. This is a random part of the collection. Share with any hit: about 3.9%.
SMILES,Scp-1 inhibitor,MsrA inh,Rpn11 block,NadD block,DNMT1 inh,TbMetRS inhib,CSN deneddyl inh,STEP block,SUMO1 PPI mod,LMPTP block
CC(NC(=O)c1cc(=O)[nH]c2ccccc12)c1ccccc1 (configuration not stated),-9,0.9,i,8,-4,1.6,1,0,-2,0.3
CCOCCCNC(=O)C1CCN(S(=O)(=O)c2c(C)noc2/C=C\c2ccc(OC)cc2)CC1,-7,-0.2,i,-7,14,0.1,5,0,-6,0.0
CCCc1c(C(=O)N/N=C/c2ccc3c(c2)OCO3)nnn1-c1nonc1N,.,0.8,i,3,6,-0.2,-2,1,27,41
Cc1nnc(N2CCCCC2)c2ccccc12,6,0.2,i,8,0,-0.5,-4,-5,-4,1.4
Cc1cccc(OCCCSc2nc3ccc(C)cc3[nH]2)c1,1,-0.5,i,-4,-5,3.5,-3,4,1,0.9
COC(=O)c1ccccc1COn1c(=O)c(C)[n+]([O-])c2ccccc21,-5,1.2,i,-4,-2,-0.1,2,-2,-13,0.1
COc1ccc2[nH]c(C(=O)N3CCc4ccccc4C3)c(C)c2c1,-2,0.2,i,0,-2,0.1,0,0,-2,1.6
Cc1ccc(-c2[nH][nH]c(=O)c(=O)c2N=Nc2ccccc2)cc1,-4,0.6,i,3,1,0.0,5,6,-27,5.8
CCN1CCN(C(=O)CN(CCc2ccccc2)S(C)(=O)=O)CC1,-5,1.0,i,-5,0,1.1,-2,1,2,0.0
COc1ccc(-c2nc3c4ccccc4ccn3c2Cc2cccc(Cl)c2)cc1OC,.,2.0,i,11,-7,-0.3,4,0,-6,3.5
CC1CCN(CCCN2C(=O)C3C(C(=O)Nc4cccc(Cl)c4)C4C=CC3(O4)C2C(=O)NC2CCCCC2)CC1 (configuration not stated),-8,0.1,i,-3,2,-0.9,-1,-4,6,-1.4
CN(CC(=O)Nc1ccc(F)c(F)c1)S(=O)(=O)c1cccc2cccnc12,-5,0.6,i,-11,2,-0.2,-9,-2,4,-0.2
Cc1ccnc(NC(=O)c2ccc(OCC3CCCO3)cc2)c1 (configuration not stated),-3,-1.7,i,-4,2,-0.7,-2,-2,4,-1.5
C=CCSc1ncnc2sc(C)c(C)c12,-7,2.5,i,0,5,-0.5,-4,2,-1,1.6
O=C(CSc1nc2ccsc2c(=O)n1NC(=O)c1ccccc1)NCc1ccco1,9,0.6,i,-1,19,-0.7,-3,-3,37,0.2
NC(Cc1ccc(Cl)cc1)c1csc(Nc2ccc(S(N)(=O)=O)cc2)n1 (configuration not stated),.,0.9,i,-2,-10,0.0,5,-2,2,-2.6
CC(C)(C)N(NC(=O)c1ccccc1)C(=O)c1cccc(C(=O)N(NC(=O)c2ccccc2)C(C)(C)C)c1,-2,0.2,i,0,3,-1.5,-2,-5,1,-1.0
COc1cccc(NC(=O)c2nc(SC)ncc2Cl)c1,-3,0.4,i,-12,-1,-0.8,3,2,-7,-0.3
COc1ccc(CCNC(=O)c2cccc(S(=O)(=O)N3CCOCC3)c2)cc1OC,-5,0.6,i,2,6,-0.4,-2,1,-4,-1.2
CCc1nc(SCC(N)=O)c2c(=O)n(C)c(=O)n(C)c2n1,6,-0.5,i,1,0,0.3,-3,-2,-2,-1.3
COc1ccccc1CC(=O)OCC(=O)N1CCN(c2ccc(F)cc2)CC1,-6,0.0,i,-4,-1,-0.2,-4,-2,3,-1.0
COc1cc(OC)nc(NC(=O)C(C)C)n1,7,0.0,i,5,-2,-0.4,1,-1,2,0.2
Cc1ccc(OCC(O)Cn2c(=N)n(Cc3ccccc3)c3ccccc32)cc1 (configuration not stated),0,-1.0,i,5,1,-0.7,2,1,6,0.2
CC(C)(O)[C@@H]1CC[C@@](C)(C2CC[C@]3(C)C2[C@H](O)CC2[C@@]4(C)CC[C@H](O)C(C)(C)C4[C@@H](O[C@H]4O[C@@H](CO)[C@H](O)[C@@H](O)[C@@H]4O[C@@H]4O[C@H](CO)[C@@H](O)[C@H](O)[C@H]4O)C[C@]23C)O1 (stereo in doubt),1,-0.7,i,3,3,0.0,-2,2,6,0.0
CCN(CC)CCN1C(=O)C(O)=C(C(=O)c2cccs2)C1c1ccccn1 (configuration not stated),0,0.9,i,-5,-8,-0.6,-2,-4,-8,-4.3
Cc1cc(NC(=O)C(C)C)n(-c2nc3ccccc3s2)n1,-11,2.1,i,-2,0,-0.3,3,0,27,0.6
O=C(NCCc1ccccc1)c1ccc2c(c1)S(=O)(=O)N=C1CCCCCN12,-5,0.0,i,1,3,0.0,0,-2,5,0.5
O=c1[nH]cnc(O)c1C(c1ccc2c(c1)OCO2)c1c(O)nc[nH]c1=O,-6,-0.1,i,1,4,-0.8,2,0,5,-0.9
Cn1nc(C(=O)N2CCN(c3ccccc3)CC2)c2c1-c1ccccc1S(=O)(=O)C2,6,0.7,i,-1,0,-0.6,1,-2,2,-0.7
COc1ccc(CCNc2nc(Cl)nc(NC(C)(C)CO)n2)cc1OC,-5,2.5,i,3,-3,-0.7,9,0,0,-0.6
CC(=O)c1cccc(NC(=O)NNC(=O)c2ccc3ccccc3c2)c1,-5,0.0,i,3,2,0.2,2,-1,-2,1.2
c1coc(C2=NCCc3ccccc32)c1,-4,1.2,i,-4,-1,-0.1,5,0,-26,-0.2
CC(C)N=C(NC#N)SCc1ccccc1,-2,-0.6,i,-3,-5,-0.1,-3,-14,-2,-1.3
Cc1ccc(S(=O)(=O)N2CCC(C(=O)N[C@@H](C)C(=O)NC3CCCCC3)CC2)cc1,1,0.0,i,5,2,-0.2,0,1,2,-1.6
COC(=O)[C@H](NC(=O)c1cc(-c2ccccc2)nc2ccccc12)c1ccccc1,-6,0.9,i,-1,-3,-0.4,-4,1,-3,2.6
CCC(C)(C)n1nnnc1C(c1ccc(N(C)C)cc1)N1CCN(C2CCCCC2)CC1 (configuration not stated),-7,-1.6,i,-1,1,-0.5,-3,-1,0,-1.9
O=C(COC(=O)CNC(=O)c1cccc([N+](=O)[O-])c1)NCc1ccco1,-5,-0.2,i,0,0,0.0,-1,0,-25,-1.5
CN(C)S(=O)(=O)c1ccc(C(=O)Nc2nnc(SCc3ccccc3)s2)cc1,-5,-0.9,i,18,14,-0.1,8,-2,2,-0.6
COC(=O)[C@H](Cc1ccccc1)NC(=O)NCCc1ccc(F)cc1,17,1.9,i,-2,3,0.2,0,1,-1,2.1
Cc1ccc(N(CC(=O)N2CCN(c3ccccc3F)CC2)S(=O)(=O)c2c(C)noc2C)cc1,1,0.8,i,-8,2,-0.5,-4,-2,2,0.9
O=C(NCc1ccc2c(c1)OCO2)c1ccc2c(c1)C(=O)N(CC1CCCO1)C2=O (configuration not stated),-8,0.2,i,-6,-2,-1.7,4,-1,-21,-0.3
Cc1c(Nc2nc3ccccc3nc2N2CCN(c3ccccc3)CC2)c(=O)n(-c2ccccc2)n1C,0,1.1,i,9,-2,-0.6,-6,2,2,0.4
CCOC(=O)C1(CCOC)CCN(Cc2ccc3nonc3c2)CC1,-1,-0.7,i,-1,-1,-0.2,1,0,-17,1.0
COc1ccc(C(=O)N2CCN(c3ccccc3)CC2)cc1S(=O)(=O)N1CCCC1,0,-0.2,i,1,1,-0.3,-1,2,14,0.3
CCN(CC)c1nc(-c2ccc(Cl)cc2)cc(C(F)(F)F)c1C#N,-9,-0.6,i,2,1,-0.1,0,-2,2,0.3

# Sorted by the number under TbMetRS inhib (falling): 3 from the list above.
SMILES	TbMetRS inhib
CC(=O)c1cccc(NC(=O)NNC(=O)c2ccc3ccccc3c2)c1	0.2
CN(CC(=O)Nc1ccc(F)c(F)c1)S(=O)(=O)c1cccc2cccnc12	-0.2
O=C(CSc1nc2ccsc2c(=O)n1NC(=O)c1ccccc1)NCc1ccco1	-0.7

# Retrieved by compound from above (5):
SMILES,Scp-1 inhibitor,MsrA inh,Rpn11 block,NadD block,DNMT1 inh,TbMetRS inhib,CSN deneddyl inh,STEP block,SUMO1 PPI mod,LMPTP block
COc1ccc(CCNc2nc(Cl)nc(NC(C)(C)CO)n2)cc1OC,-5,2.5,i,3,-3,-0.7,9,0,0,-0.6
CCN(CC)CCN1C(=O)C(O)=C(C(=O)c2cccs2)C1c1ccccn1 (configuration not stated),0,0.9,i,-5,-8,-0.6,-2,-4,-8,-4.3
O=C(CSc1nc2ccsc2c(=O)n1NC(=O)c1ccccc1)NCc1ccco1,9,0.6,i,-1,19,-0.7,-3,-3,37,0.2
Cc1cc(NC(=O)C(C)C)n(-c2nc3ccccc3s2)n1,-11,2.1,i,-2,0,-0.3,3,0,27,0.6
CC1CCN(CCCN2C(=O)C3C(C(=O)Nc4cccc(Cl)c4)C4C=CC3(O4)C2C(=O)NC2CCCCC2)CC1 (configuration not stated),-8,0.1,i,-3,2,-0.9,-1,-4,6,-1.4

# Next section
SMILES,Scp-1 inhibitor,MsrA inh,Rpn11 block,NadD block,DNMT1 inh,TbMetRS inhib,CSN deneddyl inh,STEP block,SUMO1 PPI mod,LMPTP block
Cc1ccc(S(=O)(=O)NCCC(=O)OCn2nnc3ccccc3c2=O)cc1,0,1.6,i,-4,1,-1.0,2,-2,-2,-0.5
CCn1c2ccccc2c2cc(NC(=O)C3CCN(S(=O)(=O)c4cccs4)CC3)ccc21,-6,-0.7,i,17,-3,-0.6,2,1,-4,1.9
O=C(Nc1ccc(F)c(Cl)c1)C1CCCC1,11,-0.5,i,-10,2,0.4,-1,-3,-1,-0.7
O=c1cc(CO)oc(CN2CCN(c3ccccc3)CC2)c1O,-6,1.2,i,3,2,-0.3,-1,-3,-1,0.9
C=CCN=C1CC(C)(C)CC(=O)/C1=C(\O)CCCN1C(=O)c2ccccc2C1=O,5,-0.6,i,-1,1,-0.3,-3,-2,-6,-0.5
Cc1ccc(Nc2nc(=O)c3cccnc3s2)cc1,15,2.4,i,4,0,0.6,5,1,1,-0.7

# Screening results deposited in PubChem by several laboratories.
